# Yeast superoxide – reduction of superoxide in aged yeast, primary screen, HTS | superoxide response (% of plate mean), % at 10 µM | S. cerevisiae aged cells, superoxide DHE fluorescence; stronger effect = lower value | AID 2690, 2010 | actives 0.18% (n = 330,000);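 active means superoxide response under a set limit, about three screen SD below normal, cut at about 65% in these data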;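 further: yeast aged for seven days with compound at 30 °C before DHE staining; 100% = average MFI of all compound-treated wells on the plate with controls excluded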
# MEP2 TOR yeast – modulators of MEP2-GFP levels in yeast, primary screen, S. cerevisiae, multiplex flow cytometry, MLPCN library; AID 2016, 2009; actives 0.51% (n = 330,000); GFP response vs DMSO, % at 10 µM; S. cerevisiae MEP2-GFP strain, 3 h; 100% = DMSO control level;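 active means GFP response versus DMSO above a set limit, roughly screen mean plus 3 SD, cut at about 180% in these data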;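 further: median GFP fluorescence of the barcode-gated MEP2-GFP cells per well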
# VLA-4 inh – inhibition in human VLA-4 binding assay, primary screen, VLA-4 allosteric modulator project, MLPCN library, flow cytometry, VLA-4 expressing cells; Integrin alpha-4 (Homo sapiens), P13612; ligand binding flow cytometry; inhibition, % (about 7 µM as worked out from the volumes in the protocol); actives 0.2% (n = 330,000); AID 2557, 2010; in the data active means inhibition above about 50%
# CIT2 TOR yeast – modulators of CIT2-GFP expression in yeast, primary screen, S. cerevisiae, GFP fusion, multiplex flow cytometry, MLPCN library. S. cerevisiae CIT2-GFP strain, 3 h; 100 means same as DMSO wells. GFP response vs DMSO, % at 10 µM. actives 0.065% (n = 320,000). AID 2029, 2009;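 active means GFP response relative to DMSO above a set limit, near the screen mean plus 3 SD, cut at about 150% in these data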;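 further: ratio of well median GFP fluorescence to mean of DMSO wells on the plate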
# AGP1 TOR yeast – modulators of AGP1-GFP expression in yeast TOR pathway, primary screen, cell-based, multiplex flow cytometry, S. cerevisiae, MLPCN library. GFP response vs DMSO, % at 10 µM. actives 0.02% (n = 320,000). 3 h; GFP as percent of DMSO wells;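 active means GFP response relative to DMSO above a set limit, near screen average plus 3 SD, cut at about 150% in these data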;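 further: median GFP channel fluorescence of the gated AGP1 strain per well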
# GRK2 aptamer HTS – compounds blocking aptamer binding on GRK2 – biochemical, human GRK2, bead flow cytometry, HTS, primary screen; FAM-aptamer displacement from GRK2; inhibition of aptamer binding, % at 10 µM; actives 0.59% (n = 330,000); AID 488847, 2010;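 active means inhibition of aptamer binding above 40%, roughly 3 SD of noise, on plates passing a quality check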;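 further: median bead fluorescence of bound FAM aptamer so fluorescent compounds give negative values; no value below 0 was filed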
# Target sequence (P25098 whole entry, looked up): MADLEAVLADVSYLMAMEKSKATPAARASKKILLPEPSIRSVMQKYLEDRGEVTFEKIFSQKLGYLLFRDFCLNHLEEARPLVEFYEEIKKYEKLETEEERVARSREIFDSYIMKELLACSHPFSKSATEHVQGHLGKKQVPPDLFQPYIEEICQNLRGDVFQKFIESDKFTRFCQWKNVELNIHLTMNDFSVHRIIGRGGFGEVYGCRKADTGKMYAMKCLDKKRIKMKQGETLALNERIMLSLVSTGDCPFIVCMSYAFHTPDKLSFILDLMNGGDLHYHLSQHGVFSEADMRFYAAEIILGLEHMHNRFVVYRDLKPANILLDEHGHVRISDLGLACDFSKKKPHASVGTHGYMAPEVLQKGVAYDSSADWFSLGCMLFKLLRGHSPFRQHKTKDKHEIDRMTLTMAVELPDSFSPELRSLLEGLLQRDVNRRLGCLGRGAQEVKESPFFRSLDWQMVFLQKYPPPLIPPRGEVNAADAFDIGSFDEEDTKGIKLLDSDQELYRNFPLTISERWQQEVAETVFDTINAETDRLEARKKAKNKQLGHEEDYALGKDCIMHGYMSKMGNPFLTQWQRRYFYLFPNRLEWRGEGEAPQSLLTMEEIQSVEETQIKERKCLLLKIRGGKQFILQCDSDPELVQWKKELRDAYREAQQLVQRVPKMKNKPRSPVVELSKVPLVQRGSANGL
# LAP4 TOR yeast – modulators of LAP4-GFP expression in yeast, primary screen, S. cerevisiae, multiplex flow cytometry, MLPCN library; 3 h; median GFP as percent of DMSO wells; actives 0.34% (n = 320,000); GFP response vs DMSO, % at 10 µM;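 active means GFP response vs DMSO above a set limit, about the screen mean plus 3 SD, cut at about 150% in these data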
# RPL19A TOR yeast – RPL19A-GFP expression modulators in yeast, primary screen, cell-based, S. cerevisiae, multiplex flow cytometry, MLPCN; S. cerevisiae RPL19A-GFP strain, 3 h; stronger effect = lower value; percent response vs DMSO, % at 10 µM; AID 2025, 2009; actives 0.3% (n = 330,000);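 active means percent response vs DMSO below 50%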;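 further: median channel GFP fluorescence of the barcoded RPL19A-GFP strain; ratio of sample median GFP to plate DMSO average so 100% = DMSO; lower means less RPL19A-GFP as with rapamycin TOR inhibition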
# * = called active by the depositor; / = no result given.
SMILES,Yeast superoxide,MEP2 TOR yeast,VLA-4 inh,CIT2 TOR yeast,AGP1 TOR yeast,GRK2 aptamer HTS,LAP4 TOR yeast,RPL19A TOR yeast
Cc1c(NC(=O)C(C)NCC2CCCO2)c(=O)n(-c2ccccc2)n1C (stereo unspecified),103,108,27,103,106,0,101,/
CCn1c(=S)sc2c(=O)n(CC(=O)Nc3ccc(OC)cc3)c(C)nc21,84,93,6,97,91,0,85,91
COCc1nc2ccccc2n1Cc1cccc(C)c1,96,88,-17,97,100,2,83,95
Cc1ccc(OCCCCN2CCc3ccccc3C2)c(C)c1,88,96,8,102,98,0,95,102
CC(C)[C@H](N)c1nnc2n1N=C(c1ccc(Cl)cc1)CS2,110,103,6,103,97,0,91,102
Cc1cc(OCC(=O)NCc2cccnc2)c2c(C)c(Cc3ccccc3)c(=O)oc2c1,97,95,-6,95,93,1,107,95
C=C1CCC[C@]2(C)C[C@H]3OC(=O)C(CNC(C)(CO)CO)[C@H]3CC12 (stereo partly specified),113,105,4,107,96,0,89,104
Nc1nc(C2CCCCC2)cs1,89,107,1,111,110,1,99,102
OCC(O)/C=N/Nc1nc(N2CCCCC2)nc(N2CCCCC2)n1 (stereo unspecified),96,113,-5,102,105,2,131,105
O=C(OCC(=O)N1CCN(S(=O)(=O)c2ccc(Cl)cc2)CC1)C1CCC1,103,98,0,96,100,1,97,98
COc1cccc(CNC(=O)C(C)n2ccc3cc(S(=O)(=O)N4CCCC4)ccc32)c1 (stereo unspecified),111,97,0,107,105,1,97,99
CCCCCN1C(=O)Cn2c(nc3ccccc3c2=O)C1C (stereo unspecified),105,101,43,101,97,0,95,99
Cc1ccc(NCC(=O)NNC2=NCCC2)c(C)c1,112,106,-1,97,104,0,90,106
O=C(COc1ccc2ccccc2c1)Nc1ccncc1,111,94,13,88,98,0,97,99
O=C(NCCN1C(=O)CCC1=O)c1ccncc1,106,96,20,99,103,0,94,95
CC(C)CC(=O)N1CCC(N(CCc2ccccc2)Cc2ccccc2)CC1,108,105,-6,102,107,34,101,105
Cc1cc(N2CCN(C(=O)c3cccs3)CC2)c(F)cc1[N+](=O)[O-],110,103,-9,105,94,3,97,104
CC(C)(C)SCCSC1=CC(=O)CC(c2ccccc2)C1 (stereo unspecified),110,94,14,93,90,3,89,98
N=c1sccn1CC(=O)Nc1cccc2ccccc12,87,92,0,96,89,0,91,92
COc1cc(CN2CCC(n3nccc3NC(=O)CCCc3ccccc3)CC2)ccc1O,92,115,7,105,106,0,99,100

# Profiles from above. Order of screens: Yeast superoxide, MEP2 TOR yeast, VLA-4 inh, CIT2 TOR yeast, AGP1 TOR yeast, GRK2 aptamer HTS, LAP4 TOR yeast, RPL19A TOR yeast
# CCn1c(=S)sc2c(=O)n(CC(=O)Nc3ccc(OC)cc3)c(C)nc21 in the list: 84, 93, 6, 97, 91, 0, 85, 91
# Cc1cc(N2CCN(C(=O)c3cccs3)CC2)c(F)cc1[N+](=O)[O-] in the list: 110, 103, -9, 105, 94, 3, 97, 104
# CC(C)CC(=O)N1CCC(N(CCc2ccccc2)Cc2ccccc2)CC1 in the list: 108, 105, -6, 102, 107, 34, 101, 105
# Cc1c(NC(=O)C(C)NCC2CCCO2)c(=O)n(-c2ccccc2)n1C (stereo unspecified) in the list: 103, 108, 27, 103, 106, 0, 101, /
# O=C(NCCN1C(=O)CCC1=O)c1ccncc1 in the list: 106, 96, 20, 99, 103, 0, 94, 95

# Additional structures follow:
SMILES,Yeast superoxide,MEP2 TOR yeast,VLA-4 inh,CIT2 TOR yeast,AGP1 TOR yeast,GRK2 aptamer HTS,LAP4 TOR yeast,RPL19A TOR yeast
CCc1c(C)sc2nc(SCC(=O)Nc3cc(C)on3)n(CCOC)c(=O)c12,106,101,6,92,95,1,105,93
COCCN(C(=O)Nc1ccc(OC)cc1OC)C1CCN(C(C)C)CC1,87,102,-2,103,100,0,94,100
O=C(Nc1ccccc1)N(Cc1ccc(Cl)cc1)CC(O)C(F)(F)F (stereo unspecified),96,98,27,91,100,0,102,98
Cc1ccc(NC(=O)CSc2n[nH]c(-c3ccco3)n2)c(C)c1,102,102,-1,99,97,0,96,101
Cc1ccccc1OCC(=O)Nc1ccc(N2CCN(C(=O)C(C)C)CC2)c(Cl)c1,94,100,6,98,94,1,108,93
COC(=O)c1cccc(NCN2C(=O)c3ccccc3C2=O)c1,90,97,0,99,108,0,110,94
COc1cccc2cc(C(C)OC(=O)Nc3ccc(C)cc3)oc12 (stereo unspecified),97,103,1,81,92,2,117,95
O=S(=O)(NCc1cc(-c2ccc(Cl)cc2)no1)c1ccc(Cl)cc1,95,105,7,108,105,1,98,103
Cc1nc(SCC(=O)NC2CCCC2)c2c(C)c(C)sc2n1,107,110,8,88,92,0,107,94
CCCn1c(SCC(=O)Nc2ccc(Cl)cn2)nnc1C1CC1,116,106,1,105,100,0,102,100
CN1CCCN(C(=O)c2ccc(Br)s2)CC1,108,100,-26,93,100,0,97,102
CC(Sc1ncnc2ccccc12)C(=O)Nc1ccc2c(c1)OCCO2 (stereo unspecified),104,102,23,98,96,1,94,101
CCC1=C(OC(=O)N(CC)CC)N2C(=O)OC(=NCC3CC3)[C@]2(Cc2ccccc2)[C@H]2C1=CC[C@H]1C(=O)N(c3ccccc3)C(=O)[C@H]12,93,97,1,75,87,0,110,103
CC(=O)N1CCN(c2ccccc2NC(=O)COc2cc(C)ccc2C(C)C)CC1,98,98,0,90,96,0,99,96
CC(C)CN1CCN(Cc2ccc(C#CC(C)(C)O)cc2)CC1CCO (stereo unspecified),98,124,12,105,101,1,112,95
O=C(C1CCC(=O)N(C2CC2)C1)N1CCC(Oc2cccc(F)c2)CC1 (stereo unspecified),105,92,11,98,98,1,90,102
COc1ccccc1OCCn1cc(C(=O)O)c2ccccc21,96,105,6,/,106,0,101,104
CC(=O)Oc1ccc(Cl)cc1/C=C/c1ccc2ccccc2n1,88,98,5,101,90,0,108,98
COc1ccc2oc(=O)c(C(=O)N3CCc4ccccc43)cc2c1,79,113,6,95,103,3,101,101
Cc1cc(=O)[nH]c(-c2ccc(C(F)(F)F)cc2)n1,92,99,16,108,111,0,105,98
c1ccc(C2CC(c3ccccc3)C(c3ccccc3)N2)cc1 (stereo unspecified),99,119,-11,107,97,0,87,100
COc1ccc(/C=C(/NC(=O)c2ccccc2)C(=O)N2CCCCC2)cc1,98,98,-4,109,107,0,100,98
Cc1ccc2c(Cl)cc(Cl)c(OCC(=O)NC(C)(C)C)c2n1,80,106,-1,87,92,0,97,109
O=C(CSc1nnnn1-c1ccccc1)NCCCN1CCCC1=O,108,96,-10,108,95,0,92,98
C=CCOc1ccccc1CN1CCC(n2nccc2NC(=O)C2CCOC2)CC1 (stereo unspecified),98,97,8,96,92,0,96,101
C=CCn1c(SCC(=O)c2c(N)n(C3CC3)c(=O)[nH]c2=O)nnc1-c1ccoc1C,97,96,13,92,92,2,92,94
Cc1ccc(C(=O)CN(C(=O)c2ccc(Cl)c(Cl)c2)N2C(=O)C3CCCCC3C2=O)cc1C (stereo unspecified),117,98,-11,103,102,2,95,102
O=C(CSc1ncnc2scc(-c3ccc(F)cc3)c12)c1ccc2c(c1)OCCO2,101,127,6,98,96,1,102,101
CCOCCCNC(=O)c1cc(-c2cccnc2)nc2ccc(S(=O)(=O)N3CCC(C)CC3)cc12,94,101,12,100,94,0,97,97
COc1ccc(CNC(=O)CCC(=O)N2CCN(S(=O)(=O)c3ccc(Cl)cc3)CC2)cc1,98,97,2,96,97,0,98,103
CCN1C(=O)CC(N2CCC(c3nc4ccccc4[nH]3)CC2)C1=O (stereo unspecified),86,122,9,108,101,0,107,100
O=C(NCC1CCCO1)c1ccc(/C=N/O)nc1 (stereo unspecified),99,92,14,102,104,0,94,98
C/C(N)=C(/C#N)C(=O)CSc1nnc(Nc2ccccc2)s1,92,106,10,105,105,1,95,102
N#CCC(=O)NCCCOC(=O)Nc1ccc(Cl)c(Cl)c1,76,99,8,98,98,0,95,96
CCOc1cc2[nH]c(=S)n(Cc3ccc(C(=O)N4CCN(C)CC4)cc3)c(=O)c2cc1OCC,93,106,-1,113,103,0,103,103
CCCN1CCC(NC(=O)C2CC=CCC2C(=O)O)CC1 (stereo unspecified),73,101,9,106,99,0,99,102
Cc1nc(SCc2nc3ccccc3[nH]2)c2oc3ccc(Br)cc3c2n1,102,98,-3,86,100,0,145,86
COc1ccc(C(=O)O/N=C(\N)c2ccncc2)cc1OC,92,104,-4,97,93,3,104,100
C/C(=N\NC(=O)CC#N)c1ccc(Oc2ccccc2)cc1,99,108,16,93,102,0,103,102
CC1(c2ccc3c(c2)OCCO3)NC(=O)N(CC(=O)c2ccc[nH]2)C1=O (stereo unspecified),96,96,-3,97,103,0,94,103
CCCOc1ccc(N2C(=O)CC(N(Cc3ccc(S(N)(=O)=O)cc3)C(=O)CC)C2=O)cc1 (stereo unspecified),104,93,-5,95,95,2,90,91
CC(C)CNC(=S)NC(=O)c1ccc(F)cc1,109,102,-5,89,93,2,102,104

# Quoted from the listing:
# LAP4 TOR yeast with c1ccc(C2CC(c3ccccc3)C(c3ccccc3)N2)cc1 (stereo unspecified) : 87
# GRK2 aptamer HTS with C=CCOc1ccccc1CN1CCC(n2nccc2NC(=O)C2CCOC2)CC1 (stereo unspecified) : 0
# RPL19A TOR yeast with C/C(=N\NC(=O)CC#N)c1ccc(Oc2ccccc2)cc1 : 102
# CIT2 TOR yeast with Cc1ccc2c(Cl)cc(Cl)c(OCC(=O)NC(C)(C)C)c2n1 : 87
# LAP4 TOR yeast with CCN1C(=O)CC(N2CCC(c3nc4ccccc4[nH]3)CC2)C1=O (stereo unspecified) : 107
# RPL19A TOR yeast with CC1(c2ccc3c(c2)OCCO3)NC(=O)N(CC(=O)c2ccc[nH]2)C1=O (stereo unspecified) : 103

# 2 successive records out of the list so far, for reference:
SMILES,Yeast superoxide,MEP2 TOR yeast,VLA-4 inh,CIT2 TOR yeast,AGP1 TOR yeast,GRK2 aptamer HTS,LAP4 TOR yeast,RPL19A TOR yeast
O=C(CSc1ncnc2scc(-c3ccc(F)cc3)c12)c1ccc2c(c1)OCCO2,101,127,6,98,96,1,102,101
CCOCCCNC(=O)c1cc(-c2cccnc2)nc2ccc(S(=O)(=O)N3CCC(C)CC3)cc12,94,101,12,100,94,0,97,97
